Screening results from PubChem.
697 NFkB inh = inhibitors of the PMA/ionomycin-induced NF-kB reporter in 697 B cells. 330,000 tested, 0.33% active. 697 B-cell NF-kB luciferase reporter, 16 h. inhibition, % at 4 µM. AID 435022; in the data active = inhibition above about 35%
CHOP UPR activ = apoptotic UPR (CHOP) activation; CHO-CHOP luciferase reporter, luminescence; percent of tunicamycin response over DMSO baseline; activation, % at 10 µM; 330,000 tested, 0.34% active; AID 449763;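 active = at 10 µM dose, activation of 40% or more, normalized to positive control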;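 note: 100% = tunicamycin at 10 µg/mL and 0% = DMSO alone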
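Dosing – one dose, 10 µM in 0.5% DMSO · System – CHO-CHOP cells, stable luciferase reporter of PERK-eIF2a-CHOP signalling · Input – 500 cells/well · Control set – tunicamycin 10 µg/mL final as positive, DMSO-only wells as negative · Timing – 6 h compound treatment, 37 °C · Measure – % activation vs tunicamycin · Technique – luminescence read with Steady-Glo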
Mdm2 MdmX PPI = disrupts the human Mdm2-MdmX interaction. AID 485346. SaOS-2 split-luciferase Mdm2/MdmX complementation, luminescence. inhibition, % at 8 µM. 330,000 tested, 3% active;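 active = inhibition of at least 50% at 8 µM in the primary screen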
Target sequence (O15151 whole entry, looked up): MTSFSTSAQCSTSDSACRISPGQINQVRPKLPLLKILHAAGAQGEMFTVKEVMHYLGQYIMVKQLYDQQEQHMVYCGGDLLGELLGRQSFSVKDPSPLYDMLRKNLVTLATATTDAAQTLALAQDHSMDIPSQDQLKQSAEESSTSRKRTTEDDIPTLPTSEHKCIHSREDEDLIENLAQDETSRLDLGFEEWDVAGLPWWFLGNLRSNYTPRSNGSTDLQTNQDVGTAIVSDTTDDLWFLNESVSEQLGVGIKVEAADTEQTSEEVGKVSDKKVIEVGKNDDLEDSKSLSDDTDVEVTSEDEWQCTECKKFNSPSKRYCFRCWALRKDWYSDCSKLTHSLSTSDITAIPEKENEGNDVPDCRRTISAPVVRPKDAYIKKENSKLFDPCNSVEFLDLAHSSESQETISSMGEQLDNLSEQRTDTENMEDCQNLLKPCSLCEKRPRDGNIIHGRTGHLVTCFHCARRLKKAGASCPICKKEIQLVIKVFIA
Target sequence (Q00987 whole entry, looked up): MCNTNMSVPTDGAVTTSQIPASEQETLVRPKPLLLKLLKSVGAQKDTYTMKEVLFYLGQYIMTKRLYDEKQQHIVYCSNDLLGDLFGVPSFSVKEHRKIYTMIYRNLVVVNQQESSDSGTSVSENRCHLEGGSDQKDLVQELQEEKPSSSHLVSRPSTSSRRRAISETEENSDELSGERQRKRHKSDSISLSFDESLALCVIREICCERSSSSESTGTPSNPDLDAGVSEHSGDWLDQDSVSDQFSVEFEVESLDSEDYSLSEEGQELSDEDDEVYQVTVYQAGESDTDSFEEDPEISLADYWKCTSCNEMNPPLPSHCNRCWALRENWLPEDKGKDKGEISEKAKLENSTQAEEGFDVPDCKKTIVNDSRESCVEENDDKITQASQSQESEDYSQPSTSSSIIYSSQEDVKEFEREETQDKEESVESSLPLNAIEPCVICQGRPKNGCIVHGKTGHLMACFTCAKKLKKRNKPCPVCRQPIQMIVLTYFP
XBP1 UPR activ = adaptive UPR (XBP1) activation; AID 463104; CHO-XBP1 luciferase reporter, IRE1-XBP1 UPR activation, luminescence; percent of tunicamycin response, DMSO as zero; activation, % at 20 µM; 330,000 tested, 0.33% active;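 active = versus positive control, 20 µM dose yields 30% or more activation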;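 note: 100% = tunicamycin at 10 µg/mL and 0% = DMSO only wells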
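incubation = overnight seeding at 37 °C, 6 h compound treatment at 37 °C | assay system = CHO-XBP1 cells stably carrying IRE1-XBP1-driven luciferase reporter | input = 1000 cells per well | detection = luciferase luminescence | dosing = single point, 20 µM final compound, 1% DMSO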
TIM10 inh = inhibits growth of TIM10 yeast strain; 330,000 tested, 1.4% active; AID 463195; S. cerevisiae TIM10 strain growth, BacTiter-Glo luminescence, 24 h; inhibition, % at 10 µM;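 active = inhibition of 40% or more at the single tested concentration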;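 note: wild-type TIM10 isogenic control strain grown at permissive 25 °C; 0% = DMSO yeast wells and 100% = minimal medium wells without yeast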
tim10-1 inh = tim10-1 yeast growth inhibition; inhibition, % at 20 µM; S. cerevisiae tim10-1 ts strain growth, BacTiter-Glo, 24 h; 330,000 tested, 2.2% active;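 active = inhibition of at least 40%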;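 note: mutant grown at 25 °C; 0% = DMSO wells with yeast and 100% = wells holding no yeast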
Jurkat NFkB inh = inhibitors of the PMA/ionomycin-induced NF-kB reporter in Jurkat cells. inhibition, % at 4 µM. PMA/ionomycin-induced NF-kB luciferase reporter, luminescence. AID 435003. 330,000 tested, 0.53% active; in the data active = inhibition above about 50%
tim23-1 inh = inhibits growth of tim23-1 mutant yeast | S. cerevisiae tim23-1 growth, BacTiter-Glo luminescence, 24 h | inhibition, % at 20 µM | 330,000 tested, 1.3% active | AID 463212;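 active = growth inhibition of the mutant yeast at or above 50%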;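 note: temperature-sensitive mutant grown at 25 °C; plate controls were DMSO-treated mutant yeast for no effect and medium wells lacking yeast for full effect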
The depositor's hits bear a star.

Results follow in this order: 697 NFkB inh	CHOP UPR activ	Mdm2 MdmX PPI	XBP1 UPR activ	TIM10 inh	tim10-1 inh	Jurkat NFkB inh	tim23-1 inh
1: CC(C)(O)P(C)(=O)c1ccccc1 (stereo unspecified)
 : 21	-3.0	-2	-2	-9	-2	5	-5
2: O=C(c1cc2c(=O)n3ccccc3nc2s1)N1CCN(c2cccc(Cl)c2)CC1
 : -4	1.0	4	-2	10	38	-8	27
3: O=C(COC(=O)COc1ccc2c(c1)CCC2)Nc1ccccc1C(F)(F)F
 : -3	0.7	11	1	1	-8	-17	7
4: Cc1[nH][nH]c(=O)c1C(c1ccccc1[N+](=O)[O-])C(C#N)C#N (stereo unspecified)
 : -2	-1.2	-3	-2	6	13	0	11
5: Cc1ccc(C)c(NC(=S)N2CCCCCC2)c1
 : 3	-0.7	14	-1	-58	2	1	3
6: COCCOC(=O)c1c(C)n(C)c2ccc(OC(=O)c3ccccc3F)cc12
 : 1	-1.6	-20	0	-16	22	-23	24
7: O=C(NCCCCc1ccccc1)C1CC(c2cccc([N+](=O)[O-])c2)=NO1 (stereo unspecified)
 : 10	-1.7	16	-1	-23	8	9	18
8: CCOC(=O)c1cnc2c(cnn2C)c1NCCC#N
 : -16	-3.7	2	2	-14	12	-1	-4
9: Cc1ccc(S(=O)(=O)NC2CCCCC2)cc1C(=O)N1CCC(C(N)=O)CC1
 : -1	-2.3	-2	-1	14	7	-3	14
10: N#CCC(=O)Nc1ccc(C(=O)N2CCN(c3ccccn3)CC2)cc1
 : 0	1.0	16	-2	10	1	1	11
11: CN(Cc1ccccc1)C(=O)CCNS(=O)(=O)c1ccc2c(c1)oc(=O)n2C
 : 12	-1.4	-6	0	9	-1	13	-4
12: Cn1cccc1C(=O)OCC(=O)c1ccc(Br)s1
 : -25	2.1	-32	2	4	-5	-74	16
13: O=C1CCC(=O)N1CN(Cc1ccco1)CN1C(=O)CCC1=O
 : 6	1.0	12	-3	-2	0	6	18
14: O=C(Cc1nn[nH]n1)NCCC1=CCCCC1
 : 4	-1.8	12	-2	2	-3	7	5
15: Cc1cccc(NS(=O)(=O)c2cc(C(=O)NCCC3=CCCCC3)ccc2Cl)c1
 : -20	-2.5	16	-4	30	29	-3	37
16: Cc1ccccc1OCC(=O)Nc1ccncc1
 : 18	4.0	3	-2	11	-5	15	-4
17: CCOC(=O)c1cccnc1SCC(=O)NC(C)CC (stereo unspecified)
 : -3	-0.1	4	0	-6	18	-2	2
18: Cc1cc(C)nc(-n2nc(C)cc2NC(=O)CNC2CCCCC2)n1
 : 3	1.8	17	-5	13	11	-2	-9
19: Cc1cccnc1NC(=O)CNC(=O)COc1ccccc1
 : 11	0.2	26	-1	2	-6	12	-8
20: N#CCC(=O)Nc1cc(C(F)(F)F)ccc1N1CCOCC1
 : 11	-1.1	-12	0	-8	18	-3	13
21: OCC[C@@H]1C[C@H](O)[C@@H](O)[C@@]2(CCc3ccccc3CO2)O1
 : 0	-0.1	-30	5	1	-3	2	5
22: O=C(Nc1cccc2ccccc12)C(=O)C1C(=O)Nc2ccccc21 (stereo unspecified)
 : 9	0.9	4	0	5	-15	14	-5
23: CCc1nnc(NC(=O)CSc2nnc(-c3ccc(S(=O)(=O)N4CCCC4)cc3)n2CC)s1
 : 10	-0.1	-1	3	13	3	0	10
24: COc1ccc(NC(=S)NC(C)c2ccncc2)cc1OC (stereo unspecified)
 : -12	1.8	-2	5	-14	-9	-11	-5
25: O=C(CSc1nnnn1C1CCCC1)Nc1ccccc1N1CCOCC1
 : -10	0.0	2	-2	-12	-13	-8	9
26: CC1(C)CC(CCN)(Cc2ccccc2Cl)CCO1 (stereo unspecified)
 : -13	0.3	8	0	-11	10	-11	-4
27: COc1ccc(OC)c(C2C3=C(CCCC3=O)Nc3nnnn32)c1 (stereo unspecified)
 : 21	-1.1	-4	0	6	8	-1	7
28: O=C(O)c1ccc(-c2nnc(-c3ccccc3)o2)cc1
 : -112	0.6	-51	-7	15	10	-9	15
29: CCOc1ccc2[nH]c(=O)c(CN(Cc3nnnn3Cc3ccccc3)CC3CCCO3)cc2c1 (stereo unspecified)
 : -4	0.2	-9	-2	3	12	-24	12
30: CCOC(=O)N1CCN(C(=O)COC(=O)CSc2ccc([N+](=O)[O-])cc2)CC1
 : 20	1.2	20	-1	-11	-14	17	5

Reprinted: entries 24 to 30
Results follow in this order: 697 NFkB inh	CHOP UPR activ	Mdm2 MdmX PPI	XBP1 UPR activ	TIM10 inh	tim10-1 inh	Jurkat NFkB inh	tim23-1 inh
24: COc1ccc(NC(=S)NC(C)c2ccncc2)cc1OC (stereo unspecified)
 : -12	1.8	-2	5	-14	-9	-11	-5
25: O=C(CSc1nnnn1C1CCCC1)Nc1ccccc1N1CCOCC1
 : -10	0.0	2	-2	-12	-13	-8	9
26: CC1(C)CC(CCN)(Cc2ccccc2Cl)CCO1 (stereo unspecified)
 : -13	0.3	8	0	-11	10	-11	-4
27: COc1ccc(OC)c(C2C3=C(CCCC3=O)Nc3nnnn32)c1 (stereo unspecified)
 : 21	-1.1	-4	0	6	8	-1	7
28: O=C(O)c1ccc(-c2nnc(-c3ccccc3)o2)cc1
 : -112	0.6	-51	-7	15	10	-9	15
29: CCOc1ccc2[nH]c(=O)c(CN(Cc3nnnn3Cc3ccccc3)CC3CCCO3)cc2c1 (stereo unspecified)
 : -4	0.2	-9	-2	3	12	-24	12
30: CCOC(=O)N1CCN(C(=O)COC(=O)CSc2ccc([N+](=O)[O-])cc2)CC1
 : 20	1.2	20	-1	-11	-14	17	5

Other records follow:
Results follow in this order: 697 NFkB inh	CHOP UPR activ	Mdm2 MdmX PPI	XBP1 UPR activ	TIM10 inh	tim10-1 inh	Jurkat NFkB inh	tim23-1 inh
31: Cc1ccc2nc(NCCCO)[nH]c2c1
 : -23	0.6	10	-1	6	4	6	20
32: COc1ccc(CC(=O)NCCN2CCCC2)cc1
 : 5	-3.5	-3	3	-12	1	-5	9
33: O=S1(=O)CCN2N=C(C3CC3)SC2=N1
 : 16	-2.6	-9	0	-3	-9	5	1
34: CC1(C)CC(=O)C2=C(C1)OC(N)=C(C#N)[C@@]21C(=O)N(CC(N)=O)c2ccccc21
 : 5	-1.7	0	0	-22	11	0	2
35: Cn1cccc1C(=O)OCC(=O)NC(=O)c1ccc(Cl)cc1
 : -14	-0.5	-15	-2	-11	11	5	12
36: COc1ccc(NC(=O)CN(C)C(=O)COc2ccccc2Cc2ccccc2)cc1
 : -13	0.2	8	-5	-2	11	-7	29
37: Cn1c(N)c(C(=O)c2ccc(Cl)c(S(=O)(=O)N3CCCCCC3)c2)c(=O)n(C)c1=O
 : 5	-0.5	8	2	-3	14	15	2
38: Cc1ccc(CNC(=O)c2ccc3c(=O)c(O)c(-c4ccc(C)cc4)[nH]c3c2)cc1
 : -14	3.0	58*	10	-22	-9	39	-19
39: Cc1cccc(NS(=O)(=O)c2cc3c4c(c2)CCN4C(=O)CC3)c1C
 : 12	1.1	19	0	11	2	25	6
40: CN(CC1CCOCC1)C(=O)CC1C(=O)NCCN1Cc1ccc(F)c(F)c1 (stereo unspecified)
 : -8	2.5	13	-2	-7	-12	14	-13
41: Cc1ccc(Oc2cc(-n3nc(C)cc3C)ncn2)cc1
 : 4	6.3	6	0	23	32	-33	30
42: CCn1c(SCC(=O)NC2CCCC2)nnc1-c1ccco1
 : 16	-0.3	6	1	-11	1	6	10
43: CCN(CC)C(=O)CSC1=C(C#N)C(c2cccs2)C=C(C)N1 (stereo unspecified)
 : 3	0.1	4	0	2	30	-7	17
44: CC(=O)C1C(c2ccc(OC(F)F)cc2)NC(=O)NC1(O)C(F)(F)F (stereo unspecified)
 : -12	-0.6	11	2	-3	31	-20	9
45: CCC(=O)OCC(=O)Nc1ncc(C(F)(F)F)cc1Cl
 : 20	0.1	5	0	-3	-3	4	7
46: c1ccc(-c2nnc3ccc(N4CCC5(CC4)OCCO5)nn23)cc1
 : -1	-0.3	-2	4	17	43*	1	27
47: CC(C)Oc1cccc(C(=O)NC(=S)NCc2cccnc2)c1
 : -24	3.4	6	0	17	25	4	31
48: O=c1[nH]c2ccccc2[nH]c1=O
 : 16	-1.5	-10	0	10	-8	-3	5
49: Cc1ccc(O)c(C(=O)c2cnc3c(c2)COc2ccccc2-3)c1
 : -1	4.3	40	-2	-12	22	-1	-5
50: Cc1cc(=O)[nH]c(-c2ccccc2)n1
 : 3	0.7	-16	-3	-9	6	-2	19
51: O=C1NC2c3ccccc3C(=O)N2c2c1cnn2-c1ccccc1 (stereo unspecified)
 : 4	-3.3	8	3	13	11	30	14
52: Cc1ccc(C)c(OCC(=O)Nc2ccccc2C(=O)NC2CC2)c1
 : -36	0.2	17	-4	-7	9	7	5
53: CCN(CC1CCCN(CCc2cccc(F)c2)C1)C(=O)c1cc2ccccc2o1 (stereo unspecified)
 : -8	2.6	31	-2	0	17	11	2
54: CC(=O)NC(Cc1ccccc1)C(=O)NC1CCN(C(=O)NC2CCCCC2)CC1 (stereo unspecified)
 : 14	-1.1	10	-1	2	10	3	-11
55: C#CCOCCOCCOCCNc1nc(N2CCN(C(=O)[C@H]([C@@H](C)CC)n3cc(CCCN=C(N)N)nn3)CC2)nc(N2CCN(C(=O)[C@H](CCCCN)n3cc(CCCC)nn3)CC2)n1
 : 0	1.4	5	-1	3	-6	-8	-10
56: O=C(N[C@@H](Cc1ccc(O)cc1)C(=O)O)c1ccc(C(F)(F)F)cc1
 : 14	0.4	4	3	0	-22	-7	-15
57: Cc1ccccc1NC(=O)N(CCc1nc2ccccc2[nH]1)Cc1ccccc1
 : -5	-1.7	25	-8	7	2	-5	4
58: CC(C)OCCCNc1ncnc2c1nc1n2CCCC1
 : -15	3.1	14	4	6	7	-10	5
59: CC1CCC(NC(=O)CCn2ccc3cc(S(=O)(=O)N4CCCC4)ccc32)CC1 (stereo unspecified)
 : -11	2.5	13	-1	-2	5	10	16
60: CCCC(c1nnnn1Cc1ccccc1)N1CCC(C(N)=O)CC1 (stereo unspecified)
 : 14	-1.3	7	-1	7	7	14	14

Next part
Results follow in this order: 697 NFkB inh	CHOP UPR activ	Mdm2 MdmX PPI	XBP1 UPR activ	TIM10 inh	tim10-1 inh	Jurkat NFkB inh	tim23-1 inh
61: CCOC(=O)C1CCN(C2=NC(=O)/C(=C/c3ccc(Cl)cc3)S2)CC1
 : -11	0.5	1	-2	32	49*	-9	50*
62: COc1ccc(-c2cc(-c3ccc(O)cc3)nc(N)c2C#N)cc1
 : 20	2.4	62*	7	14	30	7	49
63: Cc1ccc(/C=C/S(=O)(=O)NCC(=O)OCC(=O)Nc2ccc(C(N)=O)cc2)cc1
 : 14	-1.2	-14	-1	-12	-11	0	-20
64: CN1CCN(CCC(=O)Nc2ccccc2)CC1
 : -19	0.1	-1	1	3	-8	-21	8
65: CCOc1ncccc1C(=O)OCC(=O)Nc1ccc2c(c1)OCCO2
 : 17	-0.1	7	-2	-16	-23	1	-6
66: Cc1cc(Nc2ccc(Cl)cc2)nc(-c2ccccc2O)n1
 : 9	-1.2	-2	4	14	25	-12	24
67: C/C(Cn1cnc([N+](=O)[O-])n1)=N\NC(=O)c1cccnc1
 : 11	0.4	11	0	7	7	15	-7
68: O=C(CN1CCOCC1)N1CCCc2c1c(=O)oc1ccc(OCc3ccccc3)cc21
 : 8	0.3	2	2	5	16	20	24
69: Cc1cc(C(=O)OCC(=O)Nc2cc(S(=O)(=O)N(C)C)ccc2Cl)c2ccccc2n1
 : 26	0.2	-9	-1	11	6	1	7
70: CC(CN1C(C)CCCC1C)OC(=O)c1ccc(Cl)cc1 (stereo unspecified)
 : -20	-1.6	-15	3	8	21	-15	11
71: Cc1nc2ccccc2n1CCc1nc2c3ccccc3nc(SCC#N)n2n1
 : 7	0.2	12	20	2	14	6	-29
72: COC(=O)c1ccc(C(=O)NN)cc1
 : 3	3.6	9	2	8	19	3	3
73: O=C(CCNC(=O)c1ccc([N+](=O)[O-])cc1)NCCC1=CCCCC1
 : 10	5.4	11	1	-4	12	12	7
74: O=c1ccnc(Sc2ncccc2[N+](=O)[O-])[nH]1
 : -1	0.4	6	-2	13	13	-8	4
